# Screening data deposited in PubChem by National Center for Advancing Translational Sciences (NCATS).
# L3MBTL1 block – inhibitors of human L3MBTL1 | actives 0.66% (n = 230,000) | AlphaScreen L3MBTL1–H3K9me1 peptide binding | Potency, µM (doses to about 57.1 µM), for inactives: top-dose activity, negative = inhibition, most hits filed as inhibitors | AID 485360; active = well fitted inhibition curve with a large enough effect; inconclusive = small, poorly fitted or top-dose-only effect; inactive = no such curve, though single readings can be large or run the other way; note: nearly all actives have a fitted effect of over 60% in size
# Target sequence (Q9Y468 whole entry, looked up): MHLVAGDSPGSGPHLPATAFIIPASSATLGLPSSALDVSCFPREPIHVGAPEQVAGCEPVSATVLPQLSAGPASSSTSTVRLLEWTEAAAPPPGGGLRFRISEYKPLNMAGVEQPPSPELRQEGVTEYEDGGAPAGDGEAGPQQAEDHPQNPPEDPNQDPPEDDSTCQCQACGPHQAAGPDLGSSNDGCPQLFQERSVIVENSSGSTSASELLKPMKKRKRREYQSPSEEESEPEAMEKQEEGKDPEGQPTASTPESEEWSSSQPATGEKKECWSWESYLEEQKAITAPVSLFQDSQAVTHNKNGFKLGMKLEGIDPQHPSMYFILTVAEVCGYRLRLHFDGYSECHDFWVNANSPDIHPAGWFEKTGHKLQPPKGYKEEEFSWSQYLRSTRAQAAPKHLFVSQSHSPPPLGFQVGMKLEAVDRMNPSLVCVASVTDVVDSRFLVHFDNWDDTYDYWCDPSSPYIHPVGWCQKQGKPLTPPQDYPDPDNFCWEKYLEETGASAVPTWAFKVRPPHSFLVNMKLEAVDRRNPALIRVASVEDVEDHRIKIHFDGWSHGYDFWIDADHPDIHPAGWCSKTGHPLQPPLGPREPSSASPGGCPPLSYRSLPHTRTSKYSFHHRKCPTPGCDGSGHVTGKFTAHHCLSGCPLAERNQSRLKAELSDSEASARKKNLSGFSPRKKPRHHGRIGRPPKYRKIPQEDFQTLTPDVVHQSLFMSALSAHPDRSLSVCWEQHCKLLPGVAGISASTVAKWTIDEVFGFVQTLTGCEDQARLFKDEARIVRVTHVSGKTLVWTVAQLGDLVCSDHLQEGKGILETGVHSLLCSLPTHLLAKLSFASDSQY
#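 AlphaScreen assay: L3MBTL1 (50 nM final) was preincubated 30 min at room temperature with biotinylated H3(1-15)K9me1 peptide (75 nM final), then 30 min with library compounds; streptavidin donor and nickel chelate acceptor beads (10 ug/mL final) added, 30 min dark.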
# * hit, by the source's call; ? = inconclusive; [ ] = dose if it differs, or a comment. % is set by controls: 0 for no effect and ±100 for the full control effect; potency is the fitted concentration of half-maximal effect.
Compound	L3MBTL1 block
Cc1ccc(CNC(=O)COC(=O)c2ccc(S(=O)(=O)N3CCOCC3)cc2)cc1	7%
CC1CCCCC12NC(=O)N(CC(=O)OCC(=O)NCc1ccc(F)cc1)C2=O (configuration not stated)	6%
Cc1ccc(S(=O)(=O)NC(C(=O)N2CCN(S(=O)(=O)c3cccc(F)c3)CC2)C(C)C)cc1 (configuration not stated)	6%
COc1ccc(NS(=O)(=O)c2ccc(C)c(C(=O)N3CCCCCCC3)c2)cc1	-6%
O=C(COC(=O)c1ccccn1)NCc1cccc(Cl)c1	-9%
Cc1cc(S(=O)(=O)Nc2cccnc2)c(Cl)cc1Cl	-6%
Cc1ccc(/C=N/NC(=O)c2cc3c(s2)CCCC3)o1	0%
COc1ccc(C2NC(=O)NC(C)=C2[N+](=O)[O-])cc1 (configuration not stated)	9%
Cc1ccc(S(=O)(=O)c2nc(-c3ccccc3)oc2N2CCCC2)cc1	-3%
Cc1ccc(CC(=O)Nc2cc(C)ccn2)cc1	-2%
Cc1ccc(OCCC(=O)NNC(=O)c2ccccc2F)cc1	10%
COc1ccc(-c2noc(CCC(=O)N3CCN(c4cccc(OC)c4)CC3)n2)cc1	-7%
CC(=O)c1c(C)[nH]c(C(=O)OCC(=O)NCc2ccc(Cl)cc2)c1C	-2%
CCOC(=O)N1CCN(C(=O)c2cc3cc(C)ccc3[nH]2)CC1	-3%
N#CCC(=O)Nc1ccc(C(=O)OCC(=O)N2CCN(C(=O)c3ccco3)CC2)cc1	?
CN(CC(=O)Nc1cccc(F)c1)C(=O)/C=C/c1cc(Br)ccc1OC(F)F	-4%
CN(C)S(=O)(=O)c1ccc(N2CCCC2)c(C(=O)Nc2ccc(F)cc2F)c1	10%
CCOC(=O)C1=CN(Cc2ccco2)S(=O)(=O)NC1c1ccc(F)c(Cl)c1 (configuration not stated)	-6%
CCCCCc1ccc(C(=O)CCC(=O)OCC(=O)N(CC)c2c(N)n(Cc3ccccc3)c(=O)[nH]c2=O)cc1	-10%
O=[N+]([O-])c1ccc(NS(=O)(=O)N2CCOCC2)cc1	-1%
COC(=O)[C@]1(Cc2ccccc2)N[C@H](c2ccc(-c3ccc4c(c3)OCO4)cc2)[C@@H]2C(=O)N(C)C(=O)[C@@H]21	-14%
Cc1cc(C)c(C#N)c(Nc2ccc(F)cc2)n1	7%
O=C(Cc1cccc([N+](=O)[O-])c1)Nc1cccc(C(=O)N2CCCCC2)c1	-3%
O=C(COC(=O)c1cccc(Cl)c1)Nc1ccc2[nH]c(=O)[nH]c2c1	-2%
Cc1sc2nc(CN3CCCC3)nc(N3CCN(S(=O)(=O)c4cccc(F)c4)CC3)c2c1C	-7%
C[C@H](CO)N1C[C@H](C)[C@@H](CN(C)S(=O)(=O)c2ccccc2)Oc2c(NC(=O)Cc3ccccc3)cccc2C1=O	4%
O=C1[C@H]2[C@@H](c3ccc(F)cc3)N3C(=O)N(c4ccccc4)C(=O)[C@@]3(Cc3ccccc3)[C@H]2C(=O)N1C1CCCCC1	?
CCC(NC(=O)CCC(=O)N1CCN(S(=O)(=O)c2ccc(C)cc2)CC1)c1ccc(C)cc1 (configuration not stated)	4%
O=C(CSc1ccccc1F)NC(=O)c1ccc(Cl)cc1	11%
C=CC[C@@H](Cc1ccc(F)cc1)C(=O)OC[C@@H]1CCCN1C(=O)[C@H](CC=C)CC(=O)NCCO	?

# Molecules from the list above containing an aryl methoxy group:
Compound	L3MBTL1 block
COc1ccc(NS(=O)(=O)c2ccc(C)c(C(=O)N3CCCCCCC3)c2)cc1	-6%
COc1ccc(C2NC(=O)NC(C)=C2[N+](=O)[O-])cc1 (configuration not stated)	9%
COc1ccc(-c2noc(CCC(=O)N3CCN(c4cccc(OC)c4)CC3)n2)cc1	-7%

# (further entries)
Compound	L3MBTL1 block
COC(=O)c1cc(NC(=O)COC(=O)C2CCC2)cc(C(=O)OC)c1	2%
N#Cc1ccc(OCC(=O)OCC(=O)c2ccccc2)cc1	2%
CCCCn1c(N)c(N(CC)C(=O)C2CCN(C(=O)c3ccccc3C)CC2)c(=O)[nH]c1=O	11%
Cc1ccc(C(=O)N2CCC(C(=O)c3ccc(Cl)cc3)CC2)cc1	1%
CCN1CCn2c3c(c4cccc(C)c42)CCCC31 (configuration not stated)	-6%
COc1ccccc1CN(C)C(=O)c1cccc(S(=O)(=O)N2CCCC2)c1	-3%
COc1ccc(C)cc1S(=O)(=O)Nc1cc2c3c(c1)CC(=O)N3CCC2	-6%
Cc1c(C(=O)O)sc(S(=O)(=O)N2CCN(C(=O)Cc3ccccc3)CC2)c1C(=O)O	?
CCOC(=O)c1cc(NC(=O)Cc2ccc(S(=O)(=O)N3CCOCC3)s2)cc(C(=O)OCC)c1	-12%
C=CCOCCn1[nH]c2ccccc2c1=O	7%
Cc1ccc(NC(=O)c2cnn(-c3ccccc3)c2C)c(C)c1	1%
Nc1nc(-c2ccccc2)cc(-c2ccccc2)n1	-7%
COc1ccc(S(=O)(=O)NCc2ccccn2)c(C)c1C	1%
CCc1ccc([C@@H]2CC=C(C(=O)O)CN2S(=O)(=O)c2ccc(C)cc2)cc1	9%
COc1ccc(OC)c(NC(=O)COC(=O)CCc2nc3ccccc3c(=O)[nH]2)c1	-3%
COc1ccc(Cl)cc1NC(=O)C1CC(c2ccccc2O)=NO1 (configuration not stated)	0%
O=C(Nc1ccc(S(=O)(=O)N2CCCCC2)cc1)c1ccc(Cl)nc1	3%
COc1cccc(C(=O)OCC(=O)c2c(N)n(C)c(=O)n(C)c2=O)c1	0%
COc1ccc(C(=O)NCC(=O)N2CCC(Cc3ccccc3)CC2)cc1OC	0%
CN(C)C1=NCCN1CCCC1CCCCC1	-1%
O=C1NC(Cc2ccc(O)cc2)c2nc3ccc(Cl)cc3c(=O)n2-c2cc(Cl)ccc21 (configuration not stated)	3%
C=CCn1c(SCC(=O)c2ccc(O)c(O)c2)nnc1-c1ccc(OC)cc1	8.9µM*
CC(C)(C)N(Cc1ccccc1)C(=O)COC(=O)[C@@H]1CCCN1C(=O)c1cccs1	2%
Cc1ccc(CN2C3CCCC2CC(NC(=O)c2ccc(F)cc2)C3)cc1 (configuration not stated)	5%
CCCN(CC(=O)Nc1ccccc1C)C(=O)COC(=O)CSc1ccc([N+](=O)[O-])cc1	-1%
CC(C)Cn1c(N)c(C(=O)COC(=O)c2cc(S(=O)(=O)N3CCOCC3)ccc2Br)c(=O)n(C)c1=O	-6%
COc1ccc(-c2csc(NC(=O)CCNC(=O)c3ccco3)n2)cc1OC	2%
CCCCn1c(N)c(N(C)C(=O)c2cc3c(F)cccc3s2)c(=O)[nH]c1=O	-2%
COc1ccc(OCC(=O)Nc2ccc(S(=O)(=O)Nc3cc(C)on3)cc2)cc1	4%
Cc1ccc(NC(=O)CN(C)C(=O)CSc2nc3ccccc3c(=O)n2CCO)cc1	-1%
CCOC(=O)c1ccccc1NC(=O)C1CCN(c2ncnc3sc(C)c(C)c23)CC1	0%
O=S1(=O)CCOC[C@H](CC2CCCCC2)N1Cc1ccc(F)cc1	51%[activator]
O=C(COC(=O)c1ccc(O)cc1O)c1ccc2c(c1)OCCO2	3%
Cc1cccc(Nc2ncnc3onc(-c4cccc(Cl)c4)c23)c1	9%
Cc1csc(=O)n1CCC(=O)NCc1ccc(F)cc1	7%
COc1cccc(C(=O)NCCSCc2c(F)cccc2Cl)c1	-5%[2.29 µM]
Cn1cnnc1SCC(=O)Nc1ccc(S(=O)(=O)N2CCOCC2)cc1	1%
COc1ccc(-c2oc3ccc(-c4cc(OC)c(OC)c(OC)c4)cc3c2C(=O)c2ccc(OC)nc2)cc1	-6%
CCOC(=O)[C@@H]1[C@H]2COc3ccccc3[C@@H]2N2C(=O)N(c3ccc(OC)cc3)C(=O)[C@@]12C	-4%
O=C(NCCC(=O)N1CCN(c2ccccn2)CC1)c1ccc(Br)cc1	-29%
CSCCC(NC(=O)CCNC(=O)c1ccccc1Cl)c1nc2ccccc2[nH]1 (configuration not stated)	1%
COc1ccc(Nc2ncnc3ccc(C)cc23)cc1	13%
CCN(C[C@H]1N[C@@](C)(C(=O)OC)[C@H]2C(=O)N(Cc3ccccc3)C(=O)[C@@H]12)S(=O)(=O)c1ccc(C)cc1	-6%
C[C@H](CO)N1C[C@H](C)[C@@H](CN(C)S(=O)(=O)c2ccc(F)cc2)Oc2ccc(NC(=O)C3CCCCC3)cc2C1=O	2%
CC(C)Cn1nc(C(=O)Nc2cccc(S(=O)(=O)N3CCCC3)c2)c2ccccc2c1=O	-6%
CN(C(=O)Cn1c(Cl)nc2c1c(=O)n(C)c(=O)n2C)C1CCS(=O)(=O)C1 (configuration not stated)	7%
Cn1c(SCC(=O)NCCc2ccccc2)ncc(C(=O)Nc2ccccc2)c1=O	4%
N#Cc1cccc(NC(=O)COC(=O)CCc2ccc(S(=O)(=O)N3CCOCC3)cc2)c1	5%
O=C(CNC(=O)c1ccc2ccccc2c1)Nc1ncccc1O	?
CCCN(C(=O)c1c(-c2ccccc2)noc1C)c1c(N)n(Cc2ccccc2)c(=O)[nH]c1=O	18%
COCCN(C(=O)COC(=O)c1ccc(C)o1)c1c(N)n(Cc2ccccc2)c(=O)[nH]c1=O	0%
Cc1ccc(OCC(=O)NNC(=O)C2CCN(c3ncnc4sc(C)c(C)c34)CC2)cc1	2%
Cc1nc2ccc(NS(=O)(=O)c3ccc(F)cc3F)cc2s1	-5%
CC(=O)N1CCc2[nH]c3ccc(C)cc3c2C1	-4%
CC(=O)c1cccc(NC(=O)C(C)OC(=O)c2ccc(-n3cnnn3)cc2)c1 (configuration not stated)	3%
COc1ccc(NC(=O)CSCC(=O)N(C)Cc2cccc(OC)c2OC)cc1	0%
CCOC(=O)c1c(NC(=O)COC(=O)c2ccccn2)sc(C)c1C	12%
CCN(CC)c1nc(N2CCN(CCO)CC2)nc2ccccc12	5%
O=C(Nc1ncccc1O)c1cccc(S(=O)(=O)N2CCCc3ccccc32)c1	-16%
O=C(/C=C/c1cccc(C(F)(F)F)c1)NNC(=O)c1ccncc1	?

# 3 entries out of the list above, arranged by the number in L3MBTL1 block, smallest number first.
Structure	L3MBTL1 block
CCN(C[C@H]1N[C@@](C)(C(=O)OC)[C@H]2C(=O)N(Cc3ccccc3)C(=O)[C@@H]12)S(=O)(=O)c1ccc(C)cc1	-6%
COCCN(C(=O)COC(=O)c1ccc(C)o1)c1c(N)n(Cc2ccccc2)c(=O)[nH]c1=O	0%
Cc1ccc(OCC(=O)NNC(=O)C2CCN(c3ncnc4sc(C)c(C)c34)CC2)cc1	2%

# Continuation.
Compound	L3MBTL1 block
COc1ccc(OC)c(/C=C/C(=O)c2ccc3c(c2)OCO3)c1	8%
CCOc1ccc(NC(=O)CN(C)C(=O)COc2cccc(CC)c2)cc1OCC	-4%
CN(CC(=O)Nc1ccccc1Br)C(=O)CN1CCN(Cc2cccc(Cl)c2)CC1	-3%
CC(C)(Oc1ccc(Cl)cc1)C(=O)NCC1CCCO1 (configuration not stated)	-1%
CCN(CC)c1nc2c(c(=O)[nH]c(=O)n2C)n1CCCc1ccccc1	-2%
CC(C)(C)[C@@H]1COC(=O)[C@H](Cc2ccc(F)cc2)CC/C=C\C[C@H](CC(=O)N(CCO)Cc2ccccc2)C(=O)N1	-7%
Cc1ccc(C)c2c1N(Cc1ccccc1)C(=O)C21OCCO1	14%
CCOc1ccccc1NC(=O)CSc1cn[nH]n1	6%
CCc1noc(C)c1C(=O)Nc1nc2c(F)cc(F)cc2s1	0%
CCOc1ccc(OCCCC(=O)NNC(=O)c2ccncc2)cc1	7%
Cc1c(S(=O)(=O)N2CCC(C)CC2)c(=O)n(C)c(=O)n1C	3%
COc1cc(C=O)c(-c2c(C=O)cc(OC)c3c2OCO3)c2c1OCO2	-1%
CCOC(=O)c1[nH]cnc1C(=O)N1CCN(C(=O)OC(C)(C)C)CC1	0%
O=C(CSc1n[nH]c(=O)[nH]c1=O)Nc1c(Cl)cc(Cl)cc1Cl	2%
C=C/C(C)=C/C[C@H]1C(=C)CCC2[C@](C)(C(=O)O)CCC[C@@]21C (some centres not stated)	-11%
Cc1ccc(CC(NC(=O)c2ccc(C)cc2)C(=O)O)cc1 (configuration not stated)	-2%
CC1(C)Cc2c(sc3nc(SCC(=O)O)nc(N)c23)CO1	-1%
Cc1cc(S(=O)(=O)Nc2ccc(C(=O)NCC3CCCO3)cc2)ccc1F (configuration not stated)	15%
CCC[C@@H](CN[C@@H](CNC)[C@H](C)CC)NCC1CCC(C(C)(C)C)CC1 (some centres not stated)	14%
S=c1[nH]nc(-c2ccc(Cl)cc2Cl)n1-c1ccc(Cl)cc1	7%
COCCN(C(=O)c1snc(C(N)=O)c1N)C(C(=O)NC1CCCCC1)c1cc(OC)c(OC)c(OC)c1 (configuration not stated)	6%
CC(=O)Nc1ccc(NC(=O)CSc2nnc(-c3cccnc3)o2)cc1	-15%
Cc1ccccc1NC(=O)OCc1ccccc1	11%
CS(=O)(=O)N(Cc1ccccc1)c1ccc(C(=O)Nc2ccccc2C(=O)O)cc1	5%[2.29 µM]
Cc1ccc(S(=O)(=O)N2CCN(C(=O)COC(=O)CNC(=O)c3ccc(Cl)cc3Cl)CC2)cc1	3%
Cc1cc(=O)oc2cc(NC(=O)COc3ccccc3[N+](=O)[O-])ccc12	0%
O=C(CNC(=O)c1sc2ccccc2c1Cl)Nc1ccccc1F	5%
COc1ccc(CNC(=O)C2=CC(c3ccc(OC)cc3)=NS(=O)(=O)N2C)cc1	1%
Cn1cncc1C#Cc1c(-c2ccc(S(C)(=O)=O)cc2)sc2ccccc12	2%
Cc1noc(C)c1COC(=O)c1cc(S(=O)(=O)N2CCOCC2)ccc1F	-3%

# A portion of the library (hit frequency here may not be typical).
